Assay outcomes from PubChem.
ssDAF-12 act: S. stercoralis DAF-12 activation, primary screen | HEK293 ssDAF-12/GRIP1 lit1-tk-luc reporter, luminescence; % of 3 µM dafachronic acid response | activation, % at 6.8 µM | 370,000 tested, 1% active | AID 652126;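 active = activation above the mean over all tested compounds plus 3 SD, cut at about 0.9% in these data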;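 also: 0% = DMSO-only wells and 100% = 3 µM delta7-dafachronic acid wells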
ADAM10 inh: inhibits human ADAM10 | inhibition, % at 7 µM | 370,000 tested, 0.62% active | recombinant ADAM10, EDANS/DABCYL FRET peptide cleavage, 3 h | O14672 | AID 720582;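 active = inhibition above a per-campaign cutoff equal to the mean of compounds falling between control-based bounds plus 3 SD, cut at about 20% in these data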;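 also: 0% = DMSO wells while the 100% control is not disclosed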
Target sequence (O14672 214-748 limits assumed): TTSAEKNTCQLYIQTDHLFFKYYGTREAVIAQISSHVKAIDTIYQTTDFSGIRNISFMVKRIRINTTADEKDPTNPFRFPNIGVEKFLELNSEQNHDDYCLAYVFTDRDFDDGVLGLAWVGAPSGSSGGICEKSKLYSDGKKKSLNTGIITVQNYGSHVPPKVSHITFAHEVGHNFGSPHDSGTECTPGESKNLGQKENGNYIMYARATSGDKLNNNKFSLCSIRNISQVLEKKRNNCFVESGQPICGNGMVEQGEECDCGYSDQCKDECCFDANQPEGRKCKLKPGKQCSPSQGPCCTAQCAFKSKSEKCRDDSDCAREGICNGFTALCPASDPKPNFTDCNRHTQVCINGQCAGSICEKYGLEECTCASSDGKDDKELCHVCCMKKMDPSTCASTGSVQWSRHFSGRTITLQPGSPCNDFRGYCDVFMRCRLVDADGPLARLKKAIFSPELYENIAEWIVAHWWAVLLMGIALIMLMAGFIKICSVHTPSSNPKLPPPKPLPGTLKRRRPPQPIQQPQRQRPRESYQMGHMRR
SMARCA2 activ: activators of SMARCA2 function. MG213 cells, MMTV-luciferase reporter, dexamethasone, overnight. activation, % at 9.1 µM. 370,000 tested, 1% active; in the data active = activation above about 7.8%;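 also: 0% = vehicle wells and 100% = reference activator wells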
ADAM17 inh: ADAM17 inhibition, QFRET primary screen; P78536; inhibition, % at 6.95 µM; 370,000 tested, 0.83% active; recombinant ADAM17, EDANS/DABCYL FRET peptide cleavage;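 active = inhibition above the mean of compounds lying between control limits plus 3 SD, set per campaign, cut at about 8.5% in these data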;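 also: 0% = DMSO-only wells as the low control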
hcDAF12 agonist: activators of H. contortus DAF-12 nuclear receptor. HEK293 hcDAF-12 lit1-tk-luc reporter, luminescence; 0% DMSO, 100% Δ7-dafachronic acid. activation, % at 6.8 µM. 370,000 tested, 1.4% active;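 active = activation above the mean of all tested compounds plus 3 SD, cut at about 5.5% in these data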;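 also: 100% = response to 3 µM Δ7-dafachronic acid high control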
DAX1 inh-1: DAX1 (NR0B1) inhibition, primary screen; HEK293T StAR-luciferase reporter, SF-1/DAX-1 repression relief; inhibition, % at 6.8 µM; 370,000 tested, 1.1% active; AID 652010;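 active = inhibition above the mean over all tested compounds plus 3 SD, cut at about 3.6% in these data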;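 also: 0% = DAX-1 cells with DMSO and 100% = cells lacking DAX-1 with DMSO; higher inhibition means more luminescence from relief of DAX-1 repression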
FXN GAA850 act: increases GAA850 frataxin promoter reporter activity; HEK293 lucGAA850 FXN promoter luciferase reporter, 24 h; percent of 10 µM SAHA response; 360,000 tested, 0.56% active; activation, % at 6 µM;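 active = activation above the average of all compounds screened plus 3 SD, cutoff fixed separately per campaign, cut at about 7.5% in these data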;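 also: 0% = DMSO wells and 100% = 10 µM SAHA wells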
GC-A act: GC-A (human) enzyme activation; P16066; HEK293 GC-A cells, cGMP TR-FRET, EC30 ANP; 0% at EC30 ANP, 100% saturating ANP; activation, % at 10 µM; 370,000 tested, 0.14% active; in the data active = activation above about 40%
DAX1 inh-2: inhibitors of human orphan nuclear receptor DAX1 (NR0B1). HEK293 Gal4-DAX1 luciferase reporter, luminescence. 340,000 tested, 0.99% active. inhibition, % at 6.75 µM. AID 504766. P51843;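 active = inhibition above the mean over all tested compounds plus 3 SD, cut at about 4.2% in these data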;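 also: 0% = DAX1-transfected cells with DMSO and 100% = empty-vector control cells with DMSO; inhibition shows as a rise in luminescence from relieved DAX1 repression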
Target sequence (P51843 207-470 limits assumed): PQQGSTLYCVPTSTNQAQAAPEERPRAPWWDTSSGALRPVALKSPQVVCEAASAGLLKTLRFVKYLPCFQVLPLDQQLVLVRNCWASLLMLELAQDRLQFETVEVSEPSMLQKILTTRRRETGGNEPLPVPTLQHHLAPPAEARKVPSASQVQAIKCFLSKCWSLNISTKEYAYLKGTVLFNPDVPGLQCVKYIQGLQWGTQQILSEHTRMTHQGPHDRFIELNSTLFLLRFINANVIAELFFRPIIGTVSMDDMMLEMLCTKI
hgDAF12 agonist: activates the H. glycines DAF-12 receptor ligand-binding domain; AID 687014; 370,000 tested, 1.8% active; HEK293 GAL4-hgDAF12 UAS-luciferase reporter, agonist luminescence; normalized to butyrate control; activation, % at 6.8 µM;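 active = activation above a cutoff set at the mean of all screened compounds plus 3 SD, cut at about 10% in these data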;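 also: 0% = DMSO wells and 100% = sodium butyrate wells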
PG9 binder: PG9 antibody binding by small molecule; 360,000 tested, 0.43% active; TR-FRET gp120-PG9 antibody binding; inhibition, % at 6.7 µM; in the data active = inhibition above about 8.5%
* = called active by the depositor.

The opening 3 records, to show the layout:
Results for COC(=O)C[C@@H]1C=C[C@H](NS(=O)(=O)c2cccc(F)c2)[C@@H](CO)O1 ?
ssDAF-12 act: -1.1; ADAM10 inh: -1; SMARCA2 activ: -3; ADAM17 inh: -3; hcDAF12 agonist: -0.4; DAX1 inh-1: -0.1; GC-A act: 2; hgDAF12 agonist: 0.9; PG9 binder: -0.5

How did CC(C)c1nn2c(N)c(/C=C3\C=Nc4ccccc43)c(=O)nc2s1 do in these assays?
ssDAF-12 act: -0.8; ADAM10 inh: -8; SMARCA2 activ: 1; ADAM17 inh: -9; hcDAF12 agonist: 1.2; DAX1 inh-1: -0.3; FXN GAA850 act: 0.8; GC-A act: -7; hgDAF12 agonist: -0.2; PG9 binder: -2.5

Results for COc1cccc(C(=O)NCCS(=O)(=O)NCc2cccnc2)c1 ?
ssDAF-12 act: -1.5; ADAM10 inh: -2; SMARCA2 activ: -1; ADAM17 inh: -5; hcDAF12 agonist: -1.1; DAX1 inh-1: 0.3; FXN GAA850 act: -1.1; GC-A act: 1; DAX1 inh-2: -0.5; hgDAF12 agonist: 1.8; PG9 binder: 2.3

The list itself, previewed entries included:
Results for COC(=O)C[C@@H]1C=C[C@H](NS(=O)(=O)c2cccc(F)c2)[C@@H](CO)O1 ?
ssDAF-12 act: -1.1; ADAM10 inh: -1; SMARCA2 activ: -3; ADAM17 inh: -3; hcDAF12 agonist: -0.4; DAX1 inh-1: -0.1; GC-A act: 2; hgDAF12 agonist: 0.9; PG9 binder: -0.5

How did CC(C)c1nn2c(N)c(/C=C3\C=Nc4ccccc43)c(=O)nc2s1 do in these assays?
ssDAF-12 act: -0.8; ADAM10 inh: -8; SMARCA2 activ: 1; ADAM17 inh: -9; hcDAF12 agonist: 1.2; DAX1 inh-1: -0.3; FXN GAA850 act: 0.8; GC-A act: -7; hgDAF12 agonist: -0.2; PG9 binder: -2.5

Results for COc1cccc(C(=O)NCCS(=O)(=O)NCc2cccnc2)c1 ?
ssDAF-12 act: -1.5; ADAM10 inh: -2; SMARCA2 activ: -1; ADAM17 inh: -5; hcDAF12 agonist: -1.1; DAX1 inh-1: 0.3; FXN GAA850 act: -1.1; GC-A act: 1; DAX1 inh-2: -0.5; hgDAF12 agonist: 1.8; PG9 binder: 2.3

How did Cc1cccc(/C(N)=N/OC(=O)c2ccc(Br)o2)c1 do in these assays?
ssDAF-12 act: 0.0; ADAM10 inh: 6; SMARCA2 activ: 5; ADAM17 inh: 3; hcDAF12 agonist: 0.6; DAX1 inh-1: 1.3; FXN GAA850 act: 4.2; GC-A act: 0; DAX1 inh-2: 1.3; hgDAF12 agonist: 5.4; PG9 binder: -3.2

How did CC(=O)Nc1ccc(S(=O)(=O)Nc2cccc(-n3c(C)nc4ccccc4c3=O)c2)cc1 do in these assays?
ssDAF-12 act: -1.2; ADAM10 inh: -11; SMARCA2 activ: -1; ADAM17 inh: -2; hcDAF12 agonist: -0.1; DAX1 inh-1: -1.6; FXN GAA850 act: 0.2; GC-A act: 0; DAX1 inh-2: 0.5; hgDAF12 agonist: 1.2; PG9 binder: 1.4

What do the screens show for `Cc1cc(OCC(=O)NNC(=S)NC(=O)c2ccc(Br)o2)ccc1Cl`?
ssDAF-12 act: -1.3; ADAM10 inh: 13; SMARCA2 activ: -3; ADAM17 inh: 4; hcDAF12 agonist: -0.3; DAX1 inh-1: -0.2; FXN GAA850 act: 0.8; GC-A act: 1; DAX1 inh-2: -1.0; hgDAF12 agonist: 2.2; PG9 binder: -1.2

How did COc1ccccc1N1CCN(C2CCCN(C(=O)CCC(=O)N(C)C)C2)CC1 (configuration not stated) do in these assays?
ssDAF-12 act: -1.0; ADAM10 inh: -7; SMARCA2 activ: -3; ADAM17 inh: -4; hcDAF12 agonist: -1.4; DAX1 inh-1: -0.1; FXN GAA850 act: 1.6; GC-A act: 1; DAX1 inh-2: -1.1; hgDAF12 agonist: 0.8; PG9 binder: -0.1

How did CC(=O)N(C(C)=O)n1c(/C=C/c2ccc([N+](=O)[O-])cc2)nc2ccccc2c1=O do in these assays?
ssDAF-12 act: -0.7; ADAM10 inh: -9; SMARCA2 activ: -3; ADAM17 inh: -1; hcDAF12 agonist: -1.0; DAX1 inh-1: -0.1; FXN GAA850 act: -1.2; GC-A act: -1; DAX1 inh-2: 1.5; hgDAF12 agonist: 1.3; PG9 binder: -1.2

How did CCC(=O)N1CCc2cc(Br)cc(S(=O)(=O)NCCCN(CC)Cc3ccccc3)c21 do in these assays?
ssDAF-12 act: -1.0; ADAM10 inh: -12; SMARCA2 activ: -2; ADAM17 inh: 1; hcDAF12 agonist: 0.3; DAX1 inh-1: 0.5; FXN GAA850 act: 0.8; GC-A act: -5; DAX1 inh-2: -0.7; hgDAF12 agonist: 1.5; PG9 binder: -0.1

How did CC1(c2ccc3c(c2)OCCO3)NC(=O)N(CC(=O)c2ccc[nH]2)C1=O (configuration not stated) do in these assays?
ssDAF-12 act: -0.8; ADAM10 inh: 2; SMARCA2 activ: -2; ADAM17 inh: 0; hcDAF12 agonist: -1.1; DAX1 inh-1: -0.8; FXN GAA850 act: 1.5; GC-A act: 1; DAX1 inh-2: 0.1; hgDAF12 agonist: 1.8; PG9 binder: 0.6

How did COC(=O)CCCCCCCCCC[N+]1(C)CCCCC1 do in these assays?
ssDAF-12 act: -1.1; ADAM10 inh: 9; SMARCA2 activ: -4; ADAM17 inh: 4; hcDAF12 agonist: 0.8; DAX1 inh-1: 0.3; FXN GAA850 act: 2.0; GC-A act: -1; DAX1 inh-2: 2.3; hgDAF12 agonist: 1.4; PG9 binder: -1.1

How did Cc1cnc([N+](=O)[O-])n1CCOC(=O)NC(=O)c1ccccc1Cl do in these assays?
ssDAF-12 act: -1.9; ADAM10 inh: 4; SMARCA2 activ: -1; ADAM17 inh: -1; hcDAF12 agonist: 0.9; DAX1 inh-1: 0.4; FXN GAA850 act: -0.5; GC-A act: -2; DAX1 inh-2: 1.3; hgDAF12 agonist: -4.3; PG9 binder: 1.3

Results for CCOC(=O)[C@@H]1[C@H]2COc3ccccc3[C@H]2N2C(=O)N(c3ccc(Cl)cc3)C(=O)[C@]12C ?
ssDAF-12 act: -1.4; ADAM10 inh: 8; SMARCA2 activ: 1; ADAM17 inh: -1; hcDAF12 agonist: -1.9; DAX1 inh-1: -0.1; FXN GAA850 act: -1.0; GC-A act: 3; DAX1 inh-2: -0.2; hgDAF12 agonist: -2.1; PG9 binder: -1.4

Results for O=C(c1ccccc1F)N1CCC2CC1c1cc(N3CCCCC3)ccc12 (configuration not stated) ?
ssDAF-12 act: -0.9; ADAM10 inh: -8; SMARCA2 activ: -2; ADAM17 inh: 3; hcDAF12 agonist: -0.7; DAX1 inh-1: -1.4; FXN GAA850 act: 2.0; GC-A act: 4; DAX1 inh-2: 1.0; hgDAF12 agonist: -1.7; PG9 binder: 1.9

How did NC(c1ccccc1)c1csc(NC(=O)Nc2ccc(OC(F)(F)F)cc2)n1 (configuration not stated) do in these assays?
ssDAF-12 act: -1.0; ADAM10 inh: -7; SMARCA2 activ: -4; ADAM17 inh: -3; hcDAF12 agonist: -0.9; DAX1 inh-1: 0.1; FXN GAA850 act: 1.5; GC-A act: 0; hgDAF12 agonist: -0.7; PG9 binder: -11

How did CN=C1S/C(=C\c2cc(C)n(-c3ccccc3F)c2C)C(=O)N1C do in these assays?
ssDAF-12 act: -2.7; ADAM10 inh: -8; SMARCA2 activ: -5; ADAM17 inh: -3; hcDAF12 agonist: -2.9; DAX1 inh-1: -1.9; FXN GAA850 act: -6.9; GC-A act: -8; DAX1 inh-2: 0.8; hgDAF12 agonist: -6.0; PG9 binder: 0.8

What do the screens show for `O=C(CNC(=O)C(c1ccccc1)c1ccccc1)OCc1ccccc1`?
ssDAF-12 act: -2.0; ADAM10 inh: 9; SMARCA2 activ: 3; ADAM17 inh: -1; hcDAF12 agonist: 1.0; DAX1 inh-1: -0.1; FXN GAA850 act: 0.5; GC-A act: -4; DAX1 inh-2: -0.8; hgDAF12 agonist: 2.9; PG9 binder: -0.7

How did COc1ccc(C(=O)CCC(=O)N2CCN(c3ccc(C)cc3)C(C)C2)cc1 (configuration not stated) do in these assays?
ssDAF-12 act: -1.2; ADAM10 inh: 11; SMARCA2 activ: -1; ADAM17 inh: 0; hcDAF12 agonist: -1.6; DAX1 inh-1: -0.7; FXN GAA850 act: -0.3; GC-A act: -4; DAX1 inh-2: -0.3; hgDAF12 agonist: -1.2; PG9 binder: -2.5

How did O=C1N[C@@H](Cc2ccccc2)C(=O)N2[C@H]1C[C@]1(Br)c3ccccc3N(S(=O)(=O)c3ccc(F)cc3)[C@H]21 do in these assays?
ssDAF-12 act: -1.5; ADAM10 inh: 1; SMARCA2 activ: -1; ADAM17 inh: -4; hcDAF12 agonist: -0.3; DAX1 inh-1: 0.3; FXN GAA850 act: -0.4; GC-A act: -4; DAX1 inh-2: 0.0; hgDAF12 agonist: -1.1; PG9 binder: 0.5

What do the screens show for `CCOc1ncccc1C(=O)NCCc1c[nH]c2ccccc12`?
ssDAF-12 act: -0.8; ADAM10 inh: -1; SMARCA2 activ: -3; ADAM17 inh: -5; hcDAF12 agonist: 0.9; DAX1 inh-1: -0.5; FXN GAA850 act: 1.8; GC-A act: 2; DAX1 inh-2: -1.0; hgDAF12 agonist: -0.6; PG9 binder: 0.8

Results for COc1cc(/C=C(\CC(=O)O)c2nc3ccccc3s2)ccc1OCC(=O)Nc1ccccc1F ?
ssDAF-12 act: -0.4; ADAM10 inh: -57; SMARCA2 activ: 7; ADAM17 inh: -19; hcDAF12 agonist: 2.6; DAX1 inh-1: 2.9; FXN GAA850 act: -0.6; GC-A act: 2; DAX1 inh-2: 0.3; hgDAF12 agonist: 4.2; PG9 binder: -1.5

How did CC(=O)N1CCc2cc(S(=O)(=O)NC(C(=O)NC(C)c3ccccc3)C(C)C)ccc21 (configuration not stated) do in these assays?
ssDAF-12 act: -1.0; ADAM10 inh: -1; SMARCA2 activ: -2; ADAM17 inh: 2; hcDAF12 agonist: 0.4; DAX1 inh-1: -0.1; FXN GAA850 act: 0.4; GC-A act: 1; DAX1 inh-2: 0.8; hgDAF12 agonist: 0.1; PG9 binder: 0.1

How did CCOC(=O)N1C(=O)[C@](CC)(c2ccccc2)N1C(=O)OCC do in these assays?
ssDAF-12 act: -1.5; ADAM10 inh: -8; SMARCA2 activ: 2; ADAM17 inh: -6; hcDAF12 agonist: -1.6; DAX1 inh-1: 0.1; FXN GAA850 act: -0.8; GC-A act: -17; DAX1 inh-2: 0.7; hgDAF12 agonist: -2.2; PG9 binder: -0.1

How did CCCNC(=O)C1(C)CCN(C(=O)c2ccccc2OC(F)(F)F)C1 (configuration not stated) do in these assays?
ssDAF-12 act: -0.8; ADAM10 inh: -9; SMARCA2 activ: 0; ADAM17 inh: -3; hcDAF12 agonist: 0.2; DAX1 inh-1: -0.7; FXN GAA850 act: 2.9; GC-A act: 3; hgDAF12 agonist: 1.8; PG9 binder: -2.6
